AP complement – orthogonal test for alternative complement pathway inhibitors; Human serum alternative complement pathway, LPS-coated ELISA, C3 deposition; tested in compound mixtures; inhibition, % at 5 µM; 0.08% of 62,000 active; AID 1235;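 active = inhibition above 30% in each of the two pooled mixtures holding the compound, so the lower value exceeds 30%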;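 note: 0% = serum in Mg-EGTA without compound and 100% = EDTA serum blank; some compounds past the cut are filed as inactive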
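Medium: diluted human serum in Mg2+-EGTA GVB++. Assay system: human serum complement alternative pathway, C3 deposition onto LPS. Also added: Plate-bound LPS. Technique: Anti-C3 ELISA, OD 450 nm. Measure: percent inhibition. Incubation: 1 h at 37 °C. Dosing: 5 µM each compound, pools of ten, 50 µM per pool.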
Ec RNAP inh – blocks E. coli RNA polymerase transcription; P0A8V2; fluorescence transcription assay; inhibition, %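 (tested at 10 µM)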; 0.2% of 62,000 active; AID 559; in the data active = inhibition above about 20%;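 note: 0% = enzyme without compound and 100% = no enzyme blank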
DUSP1 inh – blocks human MKP-1 phosphatase activity; P28562; recombinant MKP-1, OMFP hydrolysis fluorescence; inhibition, %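 (compounds tested at a single concentration somewhere between 10 and 100 µM)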; 0.15% of 65,000 active;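 active = inhibition above about 50%, limit read from the data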;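 note: 0% = DMSO max control wells and 100% = wells with enzyme stopped by NaOH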
CatB mixtures – human cathepsin B inhibition by mixtures. P07858. Purified cathepsin B, AMC dipeptide fluorescence, compound mixtures. inhibition, %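 (ten-compound pools at 5 µM per compound and 50 µM total)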. 0.06% of 62,000 active. AID 488; in the data active = inhibition above about 22%, passing the limit was not always enough;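 note: 0% = enzyme without compound and 100% = no enzyme blank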
tolC growth inh – E. coli tolC mutant growth inhibition. E. coli BW25113 tolC mutant growth, OD615. 2.2% of 65,000 active. growth inhibition, % at 10 µM (by protocol);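 active = growth inhibition at or above a cutoff equal to the mean over every tested compound plus 3 SD, cut at about 60% in these data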;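 note: growth measured after 20 h incubation at 37 °C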
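Doses: one dose of 10 µM final / Material: E. coli BW25113 ΔtolC::kan, tolC deletion mutant strain / Buffer or medium: LB with kanamycin 50 µg/mL / Evaluation: percent growth inhibition / Detection: optical density read at 615 nm / Incubation: 37 °C, 20 h exposure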
CatB block – blocks human cathepsin B protease activity; inhibition, %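 (tested at 10 µM)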; AID 453; 0.1% of 63,000 active; purified cathepsin B, fluorogenic substrate, fluorescence; in the data active = inhibition above about 21%;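 note: 0% = enzyme with no compound and 100% = no enzyme blank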
Cdc25B inh – human M-phase inducer phosphatase 2 inhibition; inhibition, %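 (compounds tested at 10 µM final in the well)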; P30305; 0.1% of 65,000 active; recombinant Cdc25B, OMFP fluorescence Ex485/Em525; in the data active = inhibition above about 50%
Target sequence (P30305 whole entry, looked up): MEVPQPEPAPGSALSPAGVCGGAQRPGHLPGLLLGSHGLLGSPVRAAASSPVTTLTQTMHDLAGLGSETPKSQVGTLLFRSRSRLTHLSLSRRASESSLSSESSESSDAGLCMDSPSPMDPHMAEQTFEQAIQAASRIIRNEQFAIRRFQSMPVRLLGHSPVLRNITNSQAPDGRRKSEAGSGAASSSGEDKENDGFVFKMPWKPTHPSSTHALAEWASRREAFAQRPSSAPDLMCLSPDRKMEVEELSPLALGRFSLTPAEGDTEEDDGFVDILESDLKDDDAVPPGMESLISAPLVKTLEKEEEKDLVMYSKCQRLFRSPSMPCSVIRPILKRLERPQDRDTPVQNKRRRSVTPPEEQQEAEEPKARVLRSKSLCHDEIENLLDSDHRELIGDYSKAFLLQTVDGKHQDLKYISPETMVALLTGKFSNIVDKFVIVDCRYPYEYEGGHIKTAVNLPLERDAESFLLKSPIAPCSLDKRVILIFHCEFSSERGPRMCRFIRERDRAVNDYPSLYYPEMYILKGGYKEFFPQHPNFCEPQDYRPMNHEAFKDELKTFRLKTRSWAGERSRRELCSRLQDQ
Hsp90 block – displaces geldanamycin probe from tumor Hsp90. NCI-N417 lysate Hsp90, Cy3B-geldanamycin FP displacement. inhibition, % at 30 µM. P07900. 0.35% of 64,000 active;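 active = inhibition above 50%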;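 note: 0% = tracer plus lysate wells and 100% = tracer alone without lysate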
D1 mod – allosterically modulates the human D1 dopamine receptor. P21728. HEK293 D1, CRE-luciferase, dopamine EC30 potentiation; actives deviate in either direction. B-score at 10 µM. 5.9% of 58,000 active;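 active = luminescence count or its row- and column-corrected plate score outside the 99.7% band of the plate's sample wells, on either side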
Target sequence (P21728 whole entry, looked up): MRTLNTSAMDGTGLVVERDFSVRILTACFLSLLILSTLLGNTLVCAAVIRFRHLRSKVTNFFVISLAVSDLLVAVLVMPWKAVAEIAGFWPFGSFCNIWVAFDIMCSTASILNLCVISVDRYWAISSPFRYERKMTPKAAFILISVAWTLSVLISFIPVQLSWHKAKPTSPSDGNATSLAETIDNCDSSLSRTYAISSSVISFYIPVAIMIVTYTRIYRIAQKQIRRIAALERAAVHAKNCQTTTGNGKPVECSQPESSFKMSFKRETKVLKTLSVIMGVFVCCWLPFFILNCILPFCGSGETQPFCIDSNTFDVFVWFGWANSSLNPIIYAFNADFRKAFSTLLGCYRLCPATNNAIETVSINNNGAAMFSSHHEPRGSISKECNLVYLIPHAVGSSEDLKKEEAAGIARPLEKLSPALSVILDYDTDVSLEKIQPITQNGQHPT
The depositor's hits bear a star; . = no result given; & = joins results of further samples.

1) CCCc1nnc(NC(=O)CNc2ccc(F)cc2)s1
2) CCOc1ccc(N(CC(=O)NC2CCCCC2)S(=O)(=O)c2c(C)noc2C)cc1
3) Cc1cc(NC(=O)CCCC(=O)N(CC(=O)NCCc2ccccc2)Cc2ccc(F)cc2)no1
4) O=C(Nc1ccc(S(=O)(=O)N2CCOCC2)cc1)c1ccc(Br)o1
5) COc1cccc(-c2nnn(CC(=O)NC3CCCC3)n2)c1OC
6) CCCn1c(SCC(=O)Nc2ccc3c(c2)OCO3)nc2c1c(=O)n(C)c(=O)n2C
Compound	1	2	3	4	5	6
AP complement	-5	-7	4	2	1	28
Ec RNAP inh	8	7	10	9	9	0
DUSP1 inh	0	9	8	-1	-15	-3
CatB mixtures	1	1	-8	3	6	3
tolC growth inh	-3	-6	-5	0	-19	8
CatB block	3	2	0	-3	7	3
Cdc25B inh	-16	-2	-15	-1	2	-2
Hsp90 block	-1	-3	-3	0	1	-1
D1 mod	1.8	-1.2	-0.69	1.2	-2.8	4.8*

A different layout for 4 compounds above.
no.	Structure	AP complement	Ec RNAP inh	DUSP1 inh	CatB mixtures	tolC growth inh	CatB block	Cdc25B inh	Hsp90 block	D1 mod
1	CCCc1nnc(NC(=O)CNc2ccc(F)cc2)s1	-5	8	0	1	-3	3	-16	-1	1.8
2	CCOc1ccc(N(CC(=O)NC2CCCCC2)S(=O)(=O)c2c(C)noc2C)cc1	-7	7	9	1	-6	2	-2	-3	-1.2
3	Cc1cc(NC(=O)CCCC(=O)N(CC(=O)NCCc2ccccc2)Cc2ccc(F)cc2)no1	4	10	8	-8	-5	0	-15	-3	-0.69
4	O=C(Nc1ccc(S(=O)(=O)N2CCOCC2)cc1)c1ccc(Br)o1	2	9	-1	3	0	-3	-1	0	1.2

Next results:
7) CCCNC(=O)NS(=O)(=O)c1ccc(Cl)cc1
8) COc1cccc(C(=O)N2CCN(S(=O)(=O)Cc3ccccc3)CC2)c1OC
9) O=C(Cc1cn2ccsc2n1)Nc1nc2c(s1)CN(Cc1ccccc1)CC2
10) C=CCSC1=C(C#N)C(c2cccc(OC)c2)CC(=O)N1 (stereo not drawn)
11) COc1ccc(OC)c(Nc2cc(C)nc3nc(C)nn23)c1
12) CCOC(=O)c1c(C)n(CC(O)c2ccccc2)c2ccc(O)cc12 (stereo not drawn)
Compound	7	8	9	10	11	12
AP complement	14	.	14	.	3	12
Ec RNAP inh	9	2	3	.	-10	.
DUSP1 inh	-8	-12	22	-25	-2	-3
CatB mixtures	2	.	-2	.	2	-3
tolC growth inh	4	5	35	-1	-16	49
CatB block	3	-4	8	.	3	1
Cdc25B inh	-20	12	-17	-5	-23	1
Hsp90 block	-1&-2	2	-2	1	1	-3
D1 mod	-0.31	.	0.43	-0.24	0.35	0.072

13) CCn1ncc(C2=NOC(C(=O)N3CCC(C(N)=O)CC3)C2)c1C (stereo not drawn)
14) CCOC(=O)Cc1cc(=O)[nH]c(Nc2nc3ccccc3o2)n1
15) CCC(C)(C)n1nnnc1CN1CCC(c2nc3ccc(C)cc3[nH]2)CC1
16) CCn1nc(C(=O)N2CCc3ccccc3C2)c2ccccc2c1=O
17) COc1cc(OC)c(C2Oc3nc(SC)nnc3-c3ccccc3N2C(C)=O)cc1OC (stereo not drawn)
18) CCCn1c(/N=C/c2cc(OC)ccc2O)nc2ccccc21
Compound	13	14	15	16	17	18
AP complement	-23	13	24	15	11	12
Ec RNAP inh	3	-10	0	1	8	4
DUSP1 inh	2	11	-4	-2	-4	-21
CatB mixtures	4	-7	1	34	6	6
tolC growth inh	-13	9	4	5	8	5
CatB block	7	4	3	-4	0	4
Cdc25B inh	-15	-6	-13	-6	0	4
Hsp90 block	0	-4	1	.	-2	4
D1 mod	-0.053	.	-0.54	.	0.78	0.12

2 records picked at random from those above, as already listed:
13) CCn1ncc(C2=NOC(C(=O)N3CCC(C(N)=O)CC3)C2)c1C (stereo not drawn)
14) CCOC(=O)Cc1cc(=O)[nH]c(Nc2nc3ccccc3o2)n1
Compound	13	14
AP complement	-23	13
Ec RNAP inh	3	-10
DUSP1 inh	2	11
CatB mixtures	4	-7
tolC growth inh	-13	9
CatB block	7	4
Cdc25B inh	-15	-6
Hsp90 block	0	-4
D1 mod	-0.053	.

(continued)
19) CC(C)c1ccccc1NC(=O)c1ccco1
20) OCCCN1c2ccccc2Nc2nnc(-c3ccccc3)cc21
21) O=C(COc1cc(Cl)c(Cl)cc1Cl)Nc1ccncc1
22) Cc1ccc(C(=O)OCC(=O)Nc2ccc3c(c2)OCO3)o1
23) CC(C)c1nc(SCC(=O)Nc2cccc(C(F)(F)F)c2)c2c(=O)n(C)c(=O)n(C)c2n1
24) CSc1ccc(S(=O)(=O)Nc2c(C)cccc2C)cc1
Compound	19	20	21	22	23	24
AP complement	-1	2	-1	-15	-13	8
Ec RNAP inh	1	.	3	10	6	0
DUSP1 inh	2	-12	31	4	12	-11
CatB mixtures	0	-1	-1	35	2	2
tolC growth inh	-10	14	-2	-2	-7	10
CatB block	-6	0	7	7	3	-2
Cdc25B inh	-2	-2	-1	-17	-1	-24
Hsp90 block	-4	-4	5	-5	-2	-4
D1 mod	0.12	-1.9	1.3	0.035	-0.035	-0.0018

25) Cc1cc(=O)[nH]c(Cc2ccc(OC(C)C)cc2)n1
26) CCOC(=O)N1CCN(C(=O)Cc2ccc(-n3c(=S)[nH]c4ccccc4c3=O)cc2)CC1
27) COc1cc2nc(SCC(=O)NCCc3ccccc3)n(Cc3ccco3)c(=O)c2cc1OC
28) Cc1cc(C(F)F)n2ncc(C(=O)NCc3ccccc3C(F)(F)F)c2n1
29) O=C(Oc1ccc(-c2ccccc2)cc1)N1CCOCC1
30) CCCn1c(SCC(=O)Nc2ccc3c(c2)OCCO3)nnc1-c1ccco1
Compound	25	26	27	28	29	30
AP complement	8	17	7	5	11	12
Ec RNAP inh	4	1	4	1	-4	8
DUSP1 inh	10	1	6	14	-7	-2
CatB mixtures	1	8	-2	1	-1	3
tolC growth inh	-7	3	-5	16	1	20
CatB block	-5	-6	1	3	-3	5
Cdc25B inh	-6	-19	-14	3	1	-4
Hsp90 block	-3	-3	-5	-3	1	-3
D1 mod	0.46	0.57	1.3	5.3*	0.24	-0.082

31) COc1ccc(-c2nc(N)ncc2Oc2ccccc2Br)c(O)c1
32) O=C(CN1CCN(c2ccccn2)CC1)NCc1cccs1
33) Cc1cccn2c(=O)c(C=Nc3c(C)n(C)n(-c4ccccc4)c3=O)c(N3CCCC3)nc12
34) CCOC(=O)N1CCN(C(=O)c2cc(Cl)c(Cl)cc2C(=O)O)CC1
35) O=C1NC(c2ccccc2)(C(F)(F)F)SC2=CCCCCN12 (stereo not drawn)
36) COCc1c(Br)c(C)nc(OCC(=O)O)c1C#N
Compound	31	32	33	34	35	36
AP complement	9	-4	-6	2	-5	4
Ec RNAP inh	6	3	1	10	-12	4
DUSP1 inh	-19	5	0	0	5	8
CatB mixtures	3	2	20	3	2	2
tolC growth inh	-7	-6	1	-23	-2	-15
CatB block	0	7	3	7	7	4
Cdc25B inh	3	-4	-2	6	-10	-16
Hsp90 block	3	.	-1	-3	0	-14
D1 mod	14*	-0.46	-0.084	-0.00055	0.56	0.58

37) CCOC(=O)CNc1c(-c2ccc(O)cc2)nc2ccccn12
38) Nc1ccc2nc(-c3ccc(Cl)cc3)[nH]c2c1
39) O=C(c1ccc2c(c1)OCO2)N(c1ccccc1)C1C=CS(=O)(=O)C1 (stereo not drawn)
40) COc1cccc(C=NCCNC(=O)c2nonc2N)c1O
41) Cc1ccc(OCC(=O)NCCN2CCCC2)cc1
42) CCOC(=O)N1CCN(C(=O)C2CCCN(S(C)(=O)=O)C2)CC1 (stereo not drawn)
Compound	37	38	39	40	41	42
AP complement	3	11	10	.	15	6
Ec RNAP inh	0	3	.	6	6	5
DUSP1 inh	-11	-5	13	-26	10	-10
CatB mixtures	-1	-2	-2	.	4	-1
tolC growth inh	4	-6	1	-3	-14	-11
CatB block	-8	-5	4	5	-2	3
Cdc25B inh	-11	-5	-5	11	4	-13
Hsp90 block	6	-3	2	-1	-3	-2
D1 mod	0.2	.	0.69	.	-0.64	-0.56

43) Cc1cc(C)cc(Nc2cc(C)nc3nc(C)nn23)c1
44) CN1C(=O)C(O)(CC(=O)c2ccc(F)cc2)c2cc(Br)ccc21 (stereo not drawn)
45) CCN(CC)CCCNc1nnc(C)c(=O)[nH]1
46) Fc1ccc(NCc2nnc(SCc3nnc(-c4ccccc4)o3)n2CC2CCCO2)cc1 (stereo not drawn)
47) CCN(CC)c1ccc2c(c1)CCCN2
48) COc1ccc(S(=O)(=O)NCCCCNS(=O)(=O)c2ccc(OC)cc2)cc1
Compound	43	44	45	46	47	48
AP complement	14	17	3	-12	8	-8
Ec RNAP inh	4	7	10	-13	5	8
DUSP1 inh	-7	-4	-2	15	4	3
CatB mixtures	2	6	4	2	6	1
tolC growth inh	1	-1	-23	9	-10	6
CatB block	2	2	0	-2	4	1
Cdc25B inh	-1	-11	-2	-9	4	-11
Hsp90 block	-1	-1	-4	-1	-5	-6
D1 mod	1.1	-1.9	-0.14	-0.74	-3.4*	-0.24

49) CCCCOc1ccc(C(=O)Nc2ccncc2)cc1
50) CN(CC(=O)N1CCN(c2ccccn2)CC1)S(=O)(=O)c1ccc(Br)cc1
51) Nc1nnnn1/N=C/c1ccccc1C(F)(F)F
52) Cc1ccc(S(=O)(=O)NC(=O)Nc2ccc(Cl)cn2)cc1
53) COc1cc(N2C(=O)c3ccccc3C2=O)c(Cl)cc1C(=O)OCC(=O)NCc1ccco1
54) CCCCC(=O)NCCc1cc2ccc(OC)cc2[nH]c1=O
Compound	49	50	51	52	53	54
AP complement	18	10	-1	-2	5	9
Ec RNAP inh	4	9	4	10	7	10
DUSP1 inh	2	-5	-1	18	31	8
CatB mixtures	-5	2	-7	13	7	4
tolC growth inh	40	14	-19	-32	4	-22
CatB block	2	4	6	3	9	4
Cdc25B inh	-3	-1	6	-9	11	-2
Hsp90 block	-1	-2	1	-1	-2	-5
D1 mod	-2.9	0.038	0.096	-0.67	0	-1.4

55) Cc1nnc2n1N=CC=C(C(C)(C)C)S2
56) O=c1c2oc3ccccc3c2ncn1Cc1ccccc1Cl
57) O=C(Nc1ccc2nsnc2c1)c1ccc2c(c1)OCO2
58) CCCNC(=O)c1ccccc1C(=O)NCCC
59) Cc1cc(C)c2c(n1)nn1c(NCCOCCO)cc(C)nc21
60) CC(C)(C)OC(=O)NCCCCCc1nnc(SCC(=O)Nc2cccc(Cl)c2)o1
Compound	55	56	57	58	59	60
AP complement	7	11	-6	13	6	0
Ec RNAP inh	.	5	3	-6	.	14
DUSP1 inh	-22	12	10	11	19	-1
CatB mixtures	4	2	0	-5	-4	7
tolC growth inh	-7	-5	0	-3	-7	32
CatB block	-2	-2	-1	-3	-6	3
Cdc25B inh	-4	12	0	-8	-7	0
Hsp90 block	-2	-1	-5	-1	-2	2
D1 mod	0.21	1.1	-4*	-1.2	-0.32	-0.69

61) Cc1ccc2c(CC(=O)O)coc2c1C
62) Cc1nn(CC(=O)N(C)C)c(=O)c2ccccc12
63) Cc1ccc2cc(CN(C(=O)C3CCCO3)C3CCCCC3)c(=O)[nH]c2c1 (stereo not drawn)
64) C=CCn1c(SCc2cc(=O)n3ccsc3n2)nc2scc(C3CC3)c2c1=O
65) O=c1[nH]c2ccc(Cl)cc2c(-c2ccccc2)c1N1CCOCC1
66) Cc1ccc(C)n1/N=C1/NC(=O)CS1
Compound	61	62	63	64	65	66
AP complement	-3	.	1	11	0	4
Ec RNAP inh	3	.	9	0	6	5
DUSP1 inh	9	-17	-5	20	7	10
CatB mixtures	-8	.	4	2	2	4
tolC growth inh	7	-13	0	8	3	-7
CatB block	-6	.	1	-1	1	3
Cdc25B inh	-6	2	-9	-12	-9	-5
Hsp90 block	.	-9	-6	.	0	-7
D1 mod	0.088	0.8	1	9.8*	.	-0.063

Assay outcomes from PubChem.
